D1 agonist: activates the human D1 dopamine receptor; P21728; HEK293 T-REx D1 cells, calcium flux, agonist mode; activation, % at 2 µM; hit rate 1% among 360,000; in the data active = activation above about 30%; note: 0% is about no effect
Target sequence (P21728 whole entry, looked up): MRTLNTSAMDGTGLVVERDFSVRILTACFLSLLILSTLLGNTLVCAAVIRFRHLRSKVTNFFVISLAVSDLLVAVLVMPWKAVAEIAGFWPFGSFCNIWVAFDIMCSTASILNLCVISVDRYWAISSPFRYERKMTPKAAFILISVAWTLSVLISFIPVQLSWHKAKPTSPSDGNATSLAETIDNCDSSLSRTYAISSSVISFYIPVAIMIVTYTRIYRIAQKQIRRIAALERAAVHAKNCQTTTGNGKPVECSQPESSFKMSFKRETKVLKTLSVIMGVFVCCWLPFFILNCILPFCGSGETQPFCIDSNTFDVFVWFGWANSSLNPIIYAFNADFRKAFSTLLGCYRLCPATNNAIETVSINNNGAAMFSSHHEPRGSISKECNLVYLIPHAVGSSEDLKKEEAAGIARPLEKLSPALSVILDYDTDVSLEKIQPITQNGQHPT
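Agonism was scored from calcium flux recorded over 180 s (1 read/s) after pintool compound addition, following a 10-cycle baseline. Cells were inducible force-coupled HEK293 TREx D1, plated overnight at 30 C and loaded with no-wash calcium dye.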
D1 potentiator: human D1 dopamine receptor positive modulation; HEK293 TREx D1 cells, calcium flux, dopamine EC20 potentiation; P21728; hit rate 0.036% among 360,000; potentiation, % at 10 µM; in the data active = potentiation above about 30%; note: 0% is about no effect
Vif-APOBEC3G blk: blocks the Vif interaction with human APOBEC3G. hit rate 0.076% among 410,000. AID 602310. HeLa A3G-eYFP + Vif (tagged APOBEC3G with the HIV-1 protein that degrades it), YFP fluorescence, overnight. Potency, µM (titrated, usually from 46.1 µM), inactives show top-dose activity, negative = active, usual class: inhibitors;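 note: potency is the fitted concentration of half-maximal effect; % is set by controls: 0 for no effect and ±100 for the full control effect; nearly all actives have a fitted effect of over 60% in size; hits raise eYFP signal because A3G escapes Vif-driven loss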
Target sequence (Q9HC16 whole entry, looked up): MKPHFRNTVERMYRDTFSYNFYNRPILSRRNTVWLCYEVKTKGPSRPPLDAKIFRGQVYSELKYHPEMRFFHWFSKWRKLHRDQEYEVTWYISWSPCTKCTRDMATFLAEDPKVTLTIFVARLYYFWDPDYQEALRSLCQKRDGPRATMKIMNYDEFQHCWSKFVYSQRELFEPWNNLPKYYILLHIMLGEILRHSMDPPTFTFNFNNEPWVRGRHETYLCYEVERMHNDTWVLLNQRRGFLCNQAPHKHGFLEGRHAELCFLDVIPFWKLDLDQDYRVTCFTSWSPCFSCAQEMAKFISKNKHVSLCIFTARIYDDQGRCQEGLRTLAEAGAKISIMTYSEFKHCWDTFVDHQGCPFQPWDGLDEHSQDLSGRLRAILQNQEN
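HeLa cells stably expressing Vif and C-terminally eYFP-tagged A3G, seeded overnight at 37 deg C, then exposed to compound by pintool overnight at 37 deg C. Rise in yellow fluorescence (Ex 488/Em 500-530, Acumen) marks blocked Vif-driven A3G degradation.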
D2 PAM: positively modulates the human D2 dopamine receptor allosterically; hit rate 0.34% among 340,000; AID 485347; P14416; potentiation, % at 10 µM; HEK293 T-REx D2, calcium flux, EC20 dopamine potentiation;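 active = potentiation over 3 SD above the plate norm, cut at about 30% in these data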; note: 0% is about no effect
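Tetracycline-induced Hek293 Trex D2 cells, force-coupled to calcium, loaded with no-wash calcium dye. Compound added with 180 s kinetic read for agonism, then EC20 dopamine and a further 180 s read for potentiation.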
Vif-A3F inh: Vif-A3F binding inhibition; Potency, µM (titrated, usually from 46.1 µM), inactives show at the top dose activity, negative = active; AID 602313; HeLa A3F-eYFP + Vif (tagged APOBEC3F with the HIV-1 protein that degrades it), YFP fluorescence increase; hit rate 0.2% among 390,000; note: potency is the fitted concentration of half-maximal effect; % of control where 0% means no effect; nearly all actives have a fitted effect of over 65% in size
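HeLa cells stably expressing A3F-eYFP plus Vif, plated and incubated overnight at 37 deg C, then exposed to compounds overnight at 37 deg C. Blocked degradation read as raised yellow fluorescence (Ex 488/Em 500-530).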
LDHA inh: inhibitors of human lactate dehydrogenase A; P00338; purified LDHA, NADH/diaphorase-resazurin fluorescence; stronger effect = lower value; activity change, % (values are at about 110 or 230 µM); hit rate 0.15% among 480,000; AID 1347041; in the data active = activity change below about -30%; inconclusive = mostly about -25% to -30%;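 note: plate controls were DMSO wells for no effect and wells without enzyme for full effect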
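Remaining NADH was detected by diaphorase (0.133 mg/mL) converting 37 µM resazurin to fluorescent resorufin, read at 0 and 20 minutes. The preceding 5-minute room-temperature reaction used 2 nM LDHA, 0.2 mM sodium pyruvate and 0.06 mM NADH at pH 7.4.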
RXFP1 agonist: agonists of human relaxin receptor RXFP1; hit rate 0.3% among 370,000; Q9HBX9; HEK293T-RXFP1 cAMP TR-FRET, 30 min; response scale: percent of porcine relaxin response, buffer zero; Potency, µM (highest dose often 57.5 µM), inactives show at the highest dose activation, most hits filed as activators; AID 2676; note: potency is the fitted concentration of half-maximal effect; % is set by controls: 0 for no effect and ±100 for the full control effect; nearly all actives have a fitted effect of over 60% in size; many of its hits are not listed in these tables
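HEK293 cells stably expressing RXFP1, treated 30 min at 37C with compounds plus PDE4 inhibitor Ro 20174; cAMP measured by HTRF TR-FRET. Normalized to buffer and 29 nM porcine relaxin; EC50 by Hill fit.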
Glioma ERSR ind: induces the endoplasmic reticulum stress response in human glioma cells; U87-MG GRP78 promoter luciferase reporter, 16 h; Potency, µM, for inactives: at the highest dose activation, most hits filed as activators; hit rate 0.02% among 420,000; AID 602332; note: potency is the fitted concentration of half-maximal effect; series mostly up to about 76 µM; % of control where 0% means no effect; nearly all actives have a fitted effect of over 35% in size
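ERSR induction read as luciferase luminescence (Bright-Glo, 10 min at room temperature) in stably transfected human U87-MG glioma cells exposed to compounds for 16 h, using GRP78 as sensor.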
D1 antag: blocks dopamine activation of the human D1 receptor | hit rate 3.2% among 360,000 | P21728 | activity change, negative = inhibition, % at 10 µM | AID 504652 | HEK293 TREx D1 cells, calcium flux, dopamine EC80; stronger effect = lower value; in the data active = activity change below about -30%; note: % is set by controls: 0 for no effect and ±100 for the full control effect
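Kinetic fluorescence of a calcium dye serves as the read-out. D1-expressing Hek293 Trex cells, induced overnight at 30 C, are exposed to compound for 180 s before an EC80 dopamine addition, then read 180 s further.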
The depositor's hits bear a star; ? = inconclusive; / = no result given; & = joins results of further samples. Unless noted, calls come from the whole dose curve; as a rule, active = well fitted curve in the direction sought with a large enough effect; inconclusive = small, poorly fitted or top-dose-only effect, or another doubt; inactive = no such curve, though single readings can be large; an effect the other way counts as inactive or inconclusive.

SMILES	D1 agonist	D1 potentiator	Vif-APOBEC3G blk	D2 PAM	Vif-A3F inh	LDHA inh	RXFP1 agonist	Glioma ERSR ind	D1 antag
CN(C(=O)c1cccc(C#CC(C)(C)O)c1)C1CCCN(Cc2ccccc2F)C1 (stereo not given)	1	-2	6%	5	-2%	-2	0.4%	5%	6
COc1ccccc1NC(=O)COC(=O)CNC(=O)C1CCCCC1	/	/	0%	/	?	-12	/	-4%	/
c1coc(CNc2nc(-c3cccs3)cs2)c1	8	4	-2%	6	7%	-2	-0.2%	4%	11
Oc1ccccc1C=NNC(=S)NC1CC2C=CC1C2 (stereo not given)	/	/	-27%	/	?	-3	/	7%	/
Cc1ccc(NC(=O)C2CCCN2C(=O)OCc2ccccc2)cc1C (stereo not given)	0	6	1%	16	-10%	1	-0.5%	-1%	1
CCOC(=O)C1CCN(C(=O)C2(NC(=O)Nc3ccccc3C)CCCCC2)CC1	1	-2	0%	-13	-14%	-3	-0.3%	-1%	8
CC(NC(=O)c1cccnc1)C(c1cccs1)N1CCOCC1 (stereo not given)	-2	-3	0%	-10	-7%	-3	0.1%	-4%	-9
Cc1cc2nc(-c3ccc(SCC(=O)Nc4nccs4)nc3)[nH]c2cc1C	1	1	?	12	?	-2	0.6%	-2%	-14
COc1ccc(NC(=O)CN2C(=O)NC(C)(Cc3ccc(OC)c(OC)c3)C2=O)cc1 (stereo not given)	/	/	2%	/	-4%	-1	/	-5%	/
COc1ccc(C(=O)n2nc(C)cc2C)cc1Br	-2	4	-1%	9	2%	-6	0.2%	-1%	-3
O=C1COc2ccc(-c3n[nH]c(=O)c4ccccc34)cc2N1	4	4	0%	1	-1%	-9	1.3%	-3%	9
CCCCc1nn2c(=O)cc(COC(=O)c3cccc(OC)c3)nc2s1	9	-3	3%	9	1%	-11	-0.7%	-4%	-17
COc1ccc(OC)c(Nc2nc(-c3ccccc3O)nc3ccccc23)c1	1	0	-10%	10	3%	6&-3	?	0%	-8
O=C(CSc1nc2[nH]ncc2c(=O)n1-c1ccc(Cl)c(Cl)c1)NCc1ccccc1Cl	4	0	-4%	4	12%	-11	5.0%	1%	2
CCn1ccc(C(=O)Nc2ccsc2C(=O)OC)n1	0	-6	-10%	0	-5%	-2	0.8%	2%	-16
Cc1cccc(N2CCN(C(=O)CCNS(=O)(=O)c3ccc4c(c3)CCN4C(=O)C3CC3)CC2)c1C	1	-4	2%	-3	3%	-9	-1.0%	-2%	-5
CCOC(=O)N1CCN(c2c(N3CCN(c4ccccc4F)CC3)c(=O)c2=O)CC1	0	-3	-1%	-9	7%	-6	3.4%	-5%	3
COc1cccc(OCC(=O)Nc2ccccc2C(N)=O)c1	-1	-1	0%	15	-5%	-1	0.2%	-3%	-2
CCC1CCCCN1CCCNC(=O)CN1C(=O)c2cccnc2Oc2ccc(Cl)cc21 (stereo not given)	0&-1	-1&0	3%&3%	-8&3	-6%&-3%	2&-14	7.7%&1.5%	-4%&-2%	19&8
CSc1ccc(CN(C)C(=O)c2ccc(S(=O)(=O)Nc3c(C)n(C)n(-c4ccccc4)c3=O)cc2)cc1	/	/	-1%	/	0%	4	/	-3%	/
COc1cc(C)nc2nc(SCc3ccccc3)nn12	1	-6	-2%	-5	-8%	-12	0.1%	2%	-1
Cc1ccc(C)c(S(=O)(=O)N2CCN(C(=O)Cc3ccccc3)CC2)c1	1	-8	0%	-2	4%	-3	0.2%	-5%	7
Cn1nc(C(=O)NNC(=O)c2ccc(Cl)c(S(N)(=O)=O)c2)c2ccccc2c1=O	8	/	6%	-8	-22%	1	4.7%	-3%	43
O=S(=O)(NCc1ccco1)c1ccc(Cl)cc1Cl	2	-3	-2%	9	-14%	-10	-1.5%	0%	4
O=C(Nc1cccc2ccccc12)/C(=C\c1cccc([N+](=O)[O-])c1)NC(=O)c1cccs1	-1	-4	-2%	-6	?	-5	3.5%	-3%	7
O=S(=O)(c1cccc(-c2nnco2)c1)N1CCCC1	2	1	0%	4	-4%	-3	-0.1%	0%	3
O=C(O)c1cccc(N2C(=O)c3cccnc3C2=O)c1	3	-1	-1%	22	-4%	0	3.0%	3%	10
O=C(NCCc1ccccc1)C(=O)NCCC1CCCCN1S(=O)(=O)c1cccs1 (stereo not given)	5	-4	-1%	20	-6%	0	-0.7%	-3%	-4
O=C(c1cc(COc2ccc(F)cc2Cl)on1)N(Cc1ccncc1)CC1CCCO1 (stereo not given)	1	-4	-1%	-9	5%	-5	-1.3%	-6%	4
Cc1nc(SCC(=O)N2CCC(Cc3ccccc3)CC2)[nH]c(=O)c1C	0	1	-4%	-2	-14%	3	-1.2%	-5%	2

4 compounds from above, arranged by length of the SMILES, low to high:
SMILES	D1 agonist	D1 potentiator	Vif-APOBEC3G blk	D2 PAM	Vif-A3F inh	LDHA inh	RXFP1 agonist	Glioma ERSR ind	D1 antag
O=S(=O)(c1cccc(-c2nnco2)c1)N1CCCC1	2	1	0%	4	-4%	-3	-0.1%	0%	3
O=C(O)c1cccc(N2C(=O)c3cccnc3C2=O)c1	3	-1	-1%	22	-4%	0	3.0%	3%	10
Cc1nc(SCC(=O)N2CCC(Cc3ccccc3)CC2)[nH]c(=O)c1C	0	1	-4%	-2	-14%	3	-1.2%	-5%	2
O=C(c1cc(COc2ccc(F)cc2Cl)on1)N(Cc1ccncc1)CC1CCCO1 (stereo not given)	1	-4	-1%	-9	5%	-5	-1.3%	-6%	4

(next part)
SMILES	D1 agonist	D1 potentiator	Vif-APOBEC3G blk	D2 PAM	Vif-A3F inh	LDHA inh	RXFP1 agonist	Glioma ERSR ind	D1 antag
O=C(COc1ccc(Cl)cc1)NNC(=O)c1ccccc1C(=O)O	4	9	2%	0	2%	-2	-0.6%	-4%	-22
COCCn1c(COc2ccc(OC)cc2)nc2ccccc21	0	-1	-1%	/	11%	-9	1.7%	6%	-30
CCNC(=O)c1cc2c(=O)n3cccc(C)c3nc2n(CCc2ccccc2)c1=N	2	1	0%	4	-9%	-6	7.3%	?	-5
Cc1sc2nc(CN(CCc3ccccc3)C(=O)c3ccco3)[nH]c(=O)c2c1C	4	1	3%	12	1%	0	-0.3%	-2%	-1
CNC(=O)c1ccsc1NC(=O)C1CCN(S(=O)(=O)c2ccc(Cl)s2)CC1	5	2	-20%	9	-7%	-2	0.5%	-5%	-22
CCCCn1nnc(NC(=S)NC(=O)c2ccc(OCC)c([N+](=O)[O-])c2)n1	8	-6	3%	-5	?	-6	4.1%	-5%	12
CCOc1ncccc1C(=O)Nc1c(C)n(C)n(-c2ccccc2)c1=O	0	-5	-2%	/	10%	-4	0.4%	-2%	4
CCOc1ccc(NC(=O)CSc2nnc(CNC(=O)c3ccco3)o2)cc1	0	-8	2%	7	0%	-2	-1.1%	2%	21
CCc1nnc(NS(=O)(=O)c2ccc(N3C(=O)C4CC=C(Cl)CC4C3=O)cc2)s1 (stereo not given)	0	1	-2%	-7	-11%	3	-2.0%	-2%	-4
O=c1c2ccccc2ncn1Cc1nc2ccccc2s1	4	-4	-7%	6	-7%	-6	2.0%	4%	-13
Cc1ccc(CN(C)C(=O)c2cccc(S(=O)(=O)N3CCCC3)c2)cc1	3	-6	1%	3	1%	-1	4.9%	-2%	-25
Cc1c(C(=O)OC(C)C)nnn1-c1nonc1N	2	-8	0%	7	-2%	-2	0.2%	1%	25
Cc1ccc(-c2cc(C(F)(F)F)n3nc(C(=O)Nc4ccc(C#N)cc4)cc3n2)cc1	0	-2	2%	0	3%	-6	2.0%	-1%	-1
Cc1ccccc1C(=O)N1CCN(c2ncccn2)CC1	0	-4	0%	6	-9%	-8	2.7%	-3%	0
C[C@@H](O)c1nc2ccccc2n1N	1	1	-8%	8	6%	-2	0.1%	-2%	-6
O=C(CNC(=O)c1cccs1)c1ccc(Br)cc1	1	-1	-7%	8	-6%	-8	0.9%	-5%	-5
Cc1ccc(NC(=O)CSc2nnc(-c3ccccn3)n2N)cc1F	2	3	-4%	-1	-27%	-10	-0.4%	0%	10
CSC1=NCCN1C(=O)Cc1ccc(F)cc1	1	/	-2%	-4	-4%	-2	2.3%	-3%	14
COc1ccc(C(O)C(CC(=O)NCCCOC(C)C)C(=O)NCCCOC(C)C)cc1OC (stereo not given)	2	0	0%	20	9%	-7	0.2%	-4%	-4
CC1CCC(NC(=O)CN2C(=O)c3ccccc3S2(=O)=O)CC1 (stereo not given)	/	/	2%	/	-2%	-4	/	-2%	/
CC(C)(C)CC(=O)NC1CC(=O)N(c2ccc3c(c2)OCCO3)C1 (stereo not given)	6	-3	0%	13	-1%	-1	-0.4%	0%	/
Cc1ccc(CNC(=O)Cn2c3ncccc3c(=O)n2-c2ccccc2)cc1	2	1	5%	1	1%	-15	-0.1%	-2%	13
CC(C)c1cnc2c(c1SCc1cccc(F)c1)c(=O)n(C)c(=O)n2C	3	5	-3%	-10	3%	3	7.3%	-3%	10
CC[C@]12c3[nH]c4cc(-c5ccco5)ccc4c3CCN1C(=O)[C@@H](CC(=O)NCCCOC)C[C@@H]2C(=O)N1CCN(C(=O)c2ccco2)CC1	/	/	-5%	/	1%	-1	/	-2%	/
Cc1ccccc1Cc1c(C)nc2c(C(=O)NCc3ccco3)cnn2c1C	4	-3	-1%	/	3%	-2	1.9%	-2%	4
CCS(=O)(=O)Nc1ccc(C(=O)CC2(O)C(=O)Nc3ccc(Br)cc32)cc1 (stereo not given)	2	-7	-4%	10	0%	0	-0.5%	2%	-7
COCCOc1ccc(C(F)(F)F)cc1NC(=O)c1ccc(C)cc1	3	-5	2%	19	8%	-7	0.8%	-3%	-12
CC(C)CN(C(=O)COC(=O)c1c2c(nc3ccccc13)CCC2)c1c(N)n(Cc2ccccc2)c(=O)[nH]c1=O	1	1	-6%	/	2%	-13	-1.1%	-5%	44
O=C(Nc1ccsc1C(=O)O)c1cccc(Oc2ccccc2)c1	4	-1	1%	4	-8%	-11	10%	-12%	0
O=C1NC(c2cccs2)C(C(=O)c2ccccc2)C(O)(C(F)(F)F)N1 (stereo not given)	4	-2	0%	-4	-1%	-1	1.0%	-4%	5

Screening data (PubChem)

These rows are one share of the data. The share of hits here may be higher or lower than overall.
